Bioassay records from PubChem.
MLL CXXC-DNA inh = MLL CXXC-DNA interaction inhibition; Potency, µM (series often up to 115 µM), inactives show at the highest dose activity change, negative = inhibition, actives largely listed as inhibitors; MLL-CXXC / FITC-HOXA9 DNA fluorescence polarization; hit rate 0.037% among 290,000; AID 2662; active means well fitted inhibition curve with a large enough effect in the polarisation, with a control signal flat, not every such curve was filed as active; inconclusive means small, poorly fitted or top-dose-only effect, or effect the other way, or a change in a side signal; inactive means no such curve, though single readings can be large or run the other way; the % refers to the polarisation
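Purified MLL-CXXC (added from a 7 uM solution) was preincubated 5 min at ambient with pinned compounds in 50 mM Tris-HCl pH 7.5, 50 mM NaCl, 1 mM DTT, 0.05% BSA. Fluorescein-labeled HOX-A9 DNA (50 nM solution) followed, 30 min, then polarization read.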
MBNL1-CUG inh = inhibitors of human MBNL1 binding to CUG repeat RNA. Q9NR56. TR-FRET MBNL1-His/biotin-(CUG)12 binding, 665/545 ratio. Potency, µM (series often up to 57.5 µM), for inactives: at the highest dose activity change, negative = inhibition, hits mostly inhibitors. hit rate 0.036% among 280,000. AID 2675; active means well fitted inhibition curve with a large enough effect in the signal ratio, with a control signal flat, not every such curve was filed as active; inconclusive means small, poorly fitted or top-dose-only effect, or effect the other way, or a change in a side signal; inactive means no such curve, though single readings can be large or run the other way; the % refers to the signal ratio; further: on the % scale 0 is the no-effect control and ±100 the full control effect
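His-tagged MBNL1 binding to biotinylated (CUG)12 RNA was measured by TR-FRET using terbium anti-His antibody (0.055 ng/ul final) and streptavidin-XL665 (5 nM final). Compounds were titrated 92 nM to 58 uM; 60 min at room temperature.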
NPC1 prom act = NPC1 promoter activation. Huh7 NPC1 promoter luciferase reporter, 24 h. Potency, µM (titrated, usually from 9.22 µM), inactives show top-dose activation, actives largely listed as activators. hit rate 2.4% among 320,000;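 further: % of control where 0% means no effect; nearly all actives have a fitted effect of over 60% in size; reporter is driven by a mutant NPC1 promoter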
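NPC1 promoter–luciferase Huh7 cells; 24 h compound; luminescence.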
BRCA1 expr up = increases BRCA1 expression; MCF7-BRCA1-FFLuc reporter, luminescence, 48 h; response scale: scaled: vehicle 0%, 10 µM genistein 100%; Potency, µM (series often up to 46.1 µM), for inactives: at the highest dose activation, usual class: activators; hit rate 1.1% among 380,000; AID 624202; further: nearly all actives have a fitted effect of over 80% in size; some results filed as inactive show a strong effect at the top dose
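Quantitative HTS in MCF7 cells stably reporting BRCA1 expression via firefly luciferase. Compound treatment lasts 48 h at 37 °C in phenol-red free MEM. Activation is expressed relative to genistein at 10 microM and DMSO.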
uPA surface inh = blocks generation of uPA at the cell surface | Potency, µM (highest dose often 38.3 µM), for the others: at the top dose activity change, negative = inhibition, hits mostly inhibitors | hit rate 0.31% among 330,000 | cell surface uPA generation assay, qHTS | AID 540303; active means well fitted inhibition curve with a large enough effect; inconclusive means small, poorly fitted or top-dose-only effect; inactive means no such curve, though single readings can be large or run the other way; tested in mouse RAW 264.7 cells; further: on the % scale 0 is the no-effect control and ±100 the full control effect; nearly all actives have a fitted effect of over 55% in size
Gal4-VP16 FLuc = Gal4-VP16 reporter inhibition counter-screen; Drosophila S2 Gal4-VP16 UAS-luciferase, luminescence, 20 h; hit rate 3.5% among 310,000; Potency, µM (top dose mostly 53.6 µM), for the others: at the top dose activity, negative = inhibition, actives largely listed as inhibitors;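 further: Gal4-VP16 expression switched on by copper sulfate through the metallothionein promoter; on the % scale 0 is the no-effect control and ±100 the full control effect; nearly all actives have a fitted effect of over 50% in size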
FLuc modulator = counter-screen for miR-21 project: firefly luciferase inhibitors or activators; Potency, µM (highest dose often 57.5 µM), inactives show at the top dose activity change, negative = inhibition, most hits filed as inhibitors; hit rate 6.9% among 360,000; purified FLuc, Km substrates, luminescence inhibition; P08659;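 further: plate controls were vehicle for no effect and reference inhibitor for full effect; nearly all actives have a fitted effect of over 55% in size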
Target sequence (P08659 whole entry, looked up): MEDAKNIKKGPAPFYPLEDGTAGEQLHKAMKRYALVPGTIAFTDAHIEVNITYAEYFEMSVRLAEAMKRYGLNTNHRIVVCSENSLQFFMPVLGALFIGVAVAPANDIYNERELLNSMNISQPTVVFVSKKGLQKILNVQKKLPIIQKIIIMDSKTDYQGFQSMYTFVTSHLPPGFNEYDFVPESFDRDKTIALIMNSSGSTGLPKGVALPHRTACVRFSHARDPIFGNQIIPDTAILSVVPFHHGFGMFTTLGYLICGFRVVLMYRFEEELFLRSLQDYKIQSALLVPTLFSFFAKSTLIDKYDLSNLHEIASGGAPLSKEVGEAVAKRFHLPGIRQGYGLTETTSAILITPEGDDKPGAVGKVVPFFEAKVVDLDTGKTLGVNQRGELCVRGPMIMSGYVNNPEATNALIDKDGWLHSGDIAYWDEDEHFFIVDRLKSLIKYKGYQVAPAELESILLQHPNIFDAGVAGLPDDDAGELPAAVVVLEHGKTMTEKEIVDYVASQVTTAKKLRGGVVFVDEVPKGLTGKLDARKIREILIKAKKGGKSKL
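Biochemical qHTS of compounds, final roughly 60 µM downward over six points, against 10 nM purified firefly luciferase using Km concentrations of substrates (10 uM D-luciferin, 10 uM ATP) in Tris acetate pH 7.5 buffer; luminescence output.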
p53 reactivation = mutant p53 re-activation in reporter cells; H1299 p53-A138V BP100-luciferase reporter, luminescence, 24 h; Potency, µM (highest dose often 92.2 µM), for inactives: at the top dose activity change, positive = activation, most hits filed as activators; hit rate 0.063% among 320,000; further: % of control where 0% means no effect; nearly all actives have a fitted effect of over 45% in size
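p53-null H1299 cells stably carrying temperature-sensitive p53-A138V and a BP100-luciferase reporter were pinned with compounds (4-point, 1:5 series) and held 24 hrs at 37 deg C. Luminescence was read 10 min after detection reagent.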
Rab9 promoter act = activates the Rab9 promoter. Huh7 Rab9 promoter-luciferase reporter, luminescence, 24 h. Potency, µM (doses to about 9.22 µM), inactives show at the top dose activation, negative = inhibition, usual class: activators. hit rate 2.8% among 320,000; further: % of control where 0% means no effect; nearly all actives have a fitted effect of over 60% in size
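Huh7 reporter line, Rab9 promoter upstream of luciferase. Compound exposure 24 h at 37 °C in reduced-serum medium with 10% FBS. Read-out: luminescence.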
ELG1 genotoxic = genotoxicity induction in ELG1-luciferase HEK293T cells; HEK293T ELG1-luciferase reporter, luminescence, 16 h; Potency, µM (series often up to 46 µM), inactives show at the top dose activity change, positive = activation, hits mostly activators; hit rate 1.3% among 330,000; further: % of control where 0% means no effect; nearly all actives have a fitted effect of over 60% in size
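HEK293T cells expressing luciferase-tagged ELG1 were exposed to compound or DMSO vehicle for 16 hr at 37 °C and 5% CO2. Luciferase activity was then measured with ONE-Glo after 30 min at room temperature.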
RORg inh = inhibitors of mouse ROR gamma transcriptional activity. P51450. Drosophila S2 Gal4-RORgamma UAS-luciferase reporter, 20 h. Potency, µM (series often up to 53.6 µM), inactives show at the top dose activity change, negative = inhibition, usual class: inhibitors. hit rate 5.4% among 310,000. AID 2551; further: on the % scale 0 is the no-effect control and ±100 the full control effect; nearly all actives have a fitted effect of over 60% in size
Target sequence (P51450 whole entry, looked up, the tested form may be a part): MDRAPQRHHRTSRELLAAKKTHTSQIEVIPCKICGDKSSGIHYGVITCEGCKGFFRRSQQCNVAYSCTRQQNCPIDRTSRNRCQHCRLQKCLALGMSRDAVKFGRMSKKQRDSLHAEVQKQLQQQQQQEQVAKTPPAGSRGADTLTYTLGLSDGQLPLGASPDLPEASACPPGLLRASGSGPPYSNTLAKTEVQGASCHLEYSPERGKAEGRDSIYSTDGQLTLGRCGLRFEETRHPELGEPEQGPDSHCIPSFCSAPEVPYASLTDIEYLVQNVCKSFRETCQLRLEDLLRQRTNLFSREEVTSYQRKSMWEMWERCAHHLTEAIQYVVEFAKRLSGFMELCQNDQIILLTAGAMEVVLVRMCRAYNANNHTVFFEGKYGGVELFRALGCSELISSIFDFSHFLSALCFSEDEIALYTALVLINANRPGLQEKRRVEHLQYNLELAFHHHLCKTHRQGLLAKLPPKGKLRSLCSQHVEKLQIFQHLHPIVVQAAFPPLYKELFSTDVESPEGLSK
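Luminescence from a UAS-regulated Photinus luciferase reporter in stably transfected Drosophila Schneider cells is measured; decreased signal marks ROR gamma inhibition. Fusion expression is induced by 700 uM copper sulfate for 20 hr.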
The depositor's hits bear a star; ? = inconclusive; · = no result given; [ ] = remark or other dose. Unless noted, the call rests on the fitted dose curve; in most records, active means well fitted curve in the direction sought with a large enough effect; inconclusive means small, poorly fitted or top-dose-only effect, or another doubt; inactive means no such curve, though single readings can be large; an effect the other way counts as inactive or inconclusive. Potency means the concentration at half of the fitted maximal effect. This is a subset. The share of hits here may be higher or lower than overall.

#1 COc1cccc(C(=O)Nc2nnc(-c3ccc(Cl)cc3)o2)c1
#2 CCn1c(N2CCN(C(=O)/C=C/c3ccccc3)CC2)nc2ccccc21
#3 Cc1cccc(NC(=O)Cc2ccc(-c3ccccc3)cc2)n1
#4 Cc1ccc(CC(=O)N(C)CC(=O)Nc2ccc(N3CCOCC3)cc2)cc1C
#5 Nc1nnc(-c2cn(-c3ccccc3)nc2-c2ccc(Cl)cc2)o1
#6 CC(Nc1ccnc2cc(Cl)ccc12)c1ccc(S(N)(=O)=O)cc1 (configuration not stated)
#7 CCOc1ccc(CCNC(=O)c2ccc(CS(=O)Cc3ccccc3Cl)o2)cc1 (configuration not stated)
#8 CCO[C@H]1OC(C(=O)NCc2ccccc2)=C[C@@H](c2coc3ccccc3c2=O)[C@@H]1CCCO
#9 CC(C)(C)OC(=O)N1CCC(NC(=O)c2[nH]cnc2C(=O)Nc2ccc(Cl)cc2)CC1
#10 CCCN(CCC)CCCNC(=O)CCNS(=O)(=O)c1ccc(Br)cc1
assay / compound	1	2	3	4	5	6	7	8	9	10
MLL CXXC-DNA inh	9%	-2%	?	·	-3%	-10%	27%	-12%	·	-1%
MBNL1-CUG inh	0%	2%	-2%	·	0%	?	-2%	11%	·	-5%
NPC1 prom act	-2%	-2%	-2%	-3%	-5%	-1%	13%	-2%	-6%	0%
BRCA1 expr up	3%	5%	32%	-2%	-22%	-19%	29%	-21%	0%	-25%
uPA surface inh	?	4%	0%	3%	6%	-9%	-5%	-25%	4%	3%
Gal4-VP16 FLuc	1.6µM*	10%	-10%	·	-1%	3%	-2%	1%	·	-16%
FLuc modulator	?	-8%	?	1%	3%	0%	24µM*	-1%	4%	2%
p53 reactivation	16%	0%	5%	4%	0%	0%	19%	-3%	1%	-1%
Rab9 promoter act	1%	1%	3%	0%	-1%	2%	8%	-1%	-4%	-7%
ELG1 genotoxic	-5%	-6%	-5%	6%	2%	-10%	-7%	0%	-7%	0%
RORg inh	?	-2%	38%	·	0%	-4%	32%	9%	·	9%

Record cards, from the list above.
`CCO[C@H]1OC(C(=O)NCc2ccccc2)=C[C@@H](c2coc3ccccc3c2=O)[C@@H]1CCCO` as listed: MLL CXXC-DNA inh: -12%; MBNL1-CUG inh: 11%; NPC1 prom act: -2%; BRCA1 expr up: -21%; uPA surface inh: -25%; Gal4-VP16 FLuc: 1%; FLuc modulator: -1%; p53 reactivation: -3%; Rab9 promoter act: -1%; ELG1 genotoxic: 0%; RORg inh: 9%
`CCOc1ccc(CCNC(=O)c2ccc(CS(=O)Cc3ccccc3Cl)o2)cc1` (configuration not stated) as listed: MLL CXXC-DNA inh: 27%; MBNL1-CUG inh: -2%; NPC1 prom act: 13%; BRCA1 expr up: 29%; uPA surface inh: -5%; Gal4-VP16 FLuc: -2%; FLuc modulator: 24µM*; p53 reactivation: 19%; Rab9 promoter act: 8%; ELG1 genotoxic: -7%; RORg inh: 32%

Next part.
#11 O=[N+]([O-])c1c(Nc2ccccc2O)ccc2nonc12
#12 CC(=O)c1cccc(NC(=O)N2CCN(S(C)(=O)=O)CC2)c1
#13 CCOC(=O)C1CCCN(c2c(C(=O)c3ccccc3)cnc3ccc(OC)cc23)C1 (configuration not stated)
#14 Cc1ccc(C2(C)NC(=O)N(CC(=O)c3ccc4c(c3)OCCO4)C2=O)cc1 (configuration not stated)
#15 COc1ccc(CN(CC(=O)NCc2ccccc2)C(=O)c2csnn2)cc1
#16 CCOc1cc(/C=N/Nc2cc(C)nc3ccc(C)cc23)ccc1O
#17 Cc1ccc(CNC(=O)c2coc(=O)c3ccccc23)o1
#18 CC(C)OC(=O)CSc1nnc(CNc2ccc(Cl)cc2)n1C
#19 COc1cc(/C=C/c2cc(C(=O)O)c3ccccc3n2)ccc1OC(F)F
#20 CC(C)(C)c1ccccc1NC(=O)CN1C(=O)NC(Cc2ccccc2)C1=O (configuration not stated)
assay / compound	11	12	13	14	15	16	17	18	19	20
MLL CXXC-DNA inh	2%	6%	11%	·	-4%	-4%	-1%	5%	-6%	·
MBNL1-CUG inh	?	-3%	6%	·	-1%	1%	-4%	-3%	-7%	·
NPC1 prom act	0%	-3%	-2%	-3%	-4%	15%	-2%	0%	3.2µM*	1%
BRCA1 expr up	0%	-1%	4%	4%	8%	0%	-3%	-13%	2.5µM*	-18%
uPA surface inh	2%	·	20%	-7%	14%	39%[activator]	-5%	0%	2.8µM*	3%
Gal4-VP16 FLuc	4%	2%	?	·	4%	4%	-16%	0%	?	·
FLuc modulator	-16%	-1%	1%	·	-1%	?	0%	-1%	0.43µM*	-1%
p53 reactivation	3%	-1%	1%	-5%	0%	-4%	18%	5%	3%	7%
Rab9 promoter act	-2%	-2%	-2%	1%	-1%	5%	-4%	0%	3.2µM*	1%
ELG1 genotoxic	22%	-4%	-15%	1%	-1%	16%	0%	-4%	3%	-1%
RORg inh	18%	11%	1%	·	-1%	-25%	?	14%	?	·

#21 CCOC(=O)c1c(C)c(C(=O)NCc2ccccc2OC)c(C)n1C
#22 O=S(=O)(Nc1cc(S(=O)(=O)N2CCOCC2)ccc1NCC1CCCO1)c1ccc(F)cc1 (configuration not stated)
#23 O=C(COc1ccc(S(=O)(=O)N2CCCC2)cc1Cl)NC1CC1
#24 Cc1ccc(NC(=O)Nc2cccc(C)n2)c(C)c1
#25 O=C(COC(=O)c1cccc(-n2cnnn2)c1)c1ccccc1
#26 CCCCN(C)Cc1c(O)ccc2c(-c3ccccc3)cc(=O)oc12
#27 Clc1nnc2ccc(-c3ccccc3)nn12
#28 NC(=O)[C@@H]1CCCNc2c(I)cc([N+](=O)[O-])cc2C(=O)N[C@@H](CO)C(=O)N[C@@H](Cc2ccc(O)cc2)C(=O)N1
#29 COc1ccc(CN2CCC(C)CC2)cc1OCc1ccccc1
#30 O=S(=O)(c1ccc(F)cc1)N1CCN(Cc2ccccc2C(F)(F)F)CC1
assay / compound	21	22	23	24	25	26	27	28	29	30
MLL CXXC-DNA inh	7%	·	-4%	15%	3%	5%	1%	11%	-6%	-5%
MBNL1-CUG inh	5%	·	4%	-2%	4%	?	?	?	0%	-9%
NPC1 prom act	2%	1%	0%	22%	16%	1%	-5%	-2%	2%	-3%
BRCA1 expr up	-15%	1%	-14%	63%	42%	0%	1%	49%	8%	31%
uPA surface inh	·	0%	-1%	-20%	4%	-3%	-1%	8%	5%	7%
Gal4-VP16 FLuc	4%	·	3%	6%	14%	18%	-12%	3%	-3%	1%
FLuc modulator	0%	0%	0%	?	?	1%	0%	-11%	-1%	7%
p53 reactivation	-4%	10%	-2%	16%	8%	15%	5%	1%	·	-2%
Rab9 promoter act	-5%	-4%	-12%	?	28%	-5%	3%	-2%	-15%	-5%
ELG1 genotoxic	0%	-1%	0%	?	19%	-6%	2%	3%	-2%	-4%
RORg inh	17%	·	-31%	39%	0%	14%	-5%	-28%	5%	-19%

#31 Cc1ccccc1C(=O)c1cccn1CC(=O)NCCCN1CCCCC1
#32 CCNC(=O)NC(=O)C(C)OC(=O)CCCc1nc2ccccc2s1 (configuration not stated)
#33 O=C(Nc1ccc2c(c1)OCCO2)c1ccccn1
#34 CCOCCCNC(=O)C(NC(=O)c1ccc(=O)[nH]c1)c1ccc(Cl)cc1 (configuration not stated)
#35 CC(O)CN(Cc1cccc(Cl)c1)CC(C)O (configuration not stated)
#36 CCOC(=O)c1c(NC(=O)c2cccs2)sc(C)c1CC
assay / compound	31	32	33	34	35	36
MLL CXXC-DNA inh	8%	2%	5%	3%	4%	15%
MBNL1-CUG inh	-1%	-4%	4%	-4%	-8%	11%
NPC1 prom act	4%	-1%	0.79µM*	3%	-2%	-9%
BRCA1 expr up	4%	22%	-61%[inhibitor]	-3%	-6%	-51%
uPA surface inh	1%	-1%	3.5µM*	13%	·	-3%
Gal4-VP16 FLuc	1%	-25%	14µM*	7%	-4%	-3%
FLuc modulator	1%	-4%	0.85µM*	-1%	1%	-2%
p53 reactivation	7%	3%	-7%	0%	3%	-5%
Rab9 promoter act	5%	3%	0.32µM*	-1%	0%	-3%
ELG1 genotoxic	-1%	0%	1µM*	3%	-3%	-9%
RORg inh	0%	-21%	7.1µM*	-14%	-3%	24%
